Caspase-1 inhib = blocks human caspase-1 allosterically or competitively | P29466 | Caspase-1 enzyme, Ac-WEHD-AFC fluorogenic rate | Potency, µM (top dose mostly 57.5 µM), for the others: at the highest dose activity change, negative = inhibition, actives largely listed as inhibitors | 0.03% of 75,000 active;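 note: potency is the fitted concentration of half-maximal effect; plate controls were vehicle for no effect and no substrate for full effect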
HEK293 cAMP ctrl = counter-screen for TSHR agonists: cAMP increase in parental HEK293; Potency, µM (top dose mostly 57.1 µM), inactives show top-dose activation, hits mostly activators; 2.5% of 73,000 active; parental HEK293 CNG cAMP sensor, membrane potential fluorescence; note: potency is the fitted concentration of half-maximal effect; % of control where 0% means no effect; nearly all actives have a fitted effect of over 55% in size
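Counterscreen for endogenous-receptor signalling: CNG-channel HEK 293 cells report cAMP rise by membrane depolarization. After 60 min dye equilibration with 100 uM RO 20-1724, compounds incubated 30 min before bottom-read fluorescence at 590 nm.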
USP2a inhib = USP2a (human) protease inhibition. O75604. USP2a enzymatic assay, qHTS inhibition. Potency, µM (doses to about 38.3 µM), for inactives: top-dose activity change, negative = inhibition, usual class: inhibitors. 0.1% of 60,000 active. AID 927;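 note: potency is the fitted concentration of half-maximal effect; nearly all actives have a fitted effect of over 60% in size; plate controls were DMSO for no effect and NEM full inhibition control for full effect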
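USP2 core (20 nM final) was preincubated with compound for 30 min at RT in 20 mM Tris-HCl pH 8.0, 2 mM CaCl2, 2 mM beta-mercaptoethanol; Ub-PLA2 (20 nM) plus NBD C6-HPC (20 uM) then added, fluorescence read after 2.5 h.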
FLuc inh = firefly luciferase inhibition; Potency, µM (highest dose often 57.1 µM), inactives show at the top dose activity change, negative = inhibition, most hits filed as inhibitors; purified firefly luciferase, luminescence, 8 min; P08659; AID 411; 2.2% of 72,000 active; note: potency is the fitted concentration of half-maximal effect; % is set by controls: 0 for no effect and ±100 for the full control effect; nearly all actives have a fitted effect of over 40% in size
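Firefly luciferase (PKLight detection mix) with 10 uM ATP in pH 7.2 imidazole buffer (KCl, MgCl2, Tween 20, BSA). Compounds tested across a concentration series (qHTS). Luminescence read after 8 min at ambient temperature.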
A350 fluor = A350 region autofluorescence; max dye-equivalent concentration, M; Compound autofluorescence, 340/450 nm, Alexa 350 dye-equivalents; stronger effect = higher value; AID 590; 11% of 59,000 active; in the data active = max dye-equivalent concentration above about 10 nM; inconclusive = mostly about 1.1 nM to 9.6 nM
ERK AVP inh = blocks ERK signaling stimulated by vasopressin; 0.99% of 72,000 active; HEK293-V1b, vasopressin-stimulated pERK AlphaScreen; AID 995; Potency, µM (titrated, usually from 57.5 µM), for the others: top-dose activity, negative = inhibition, hits mostly inhibitors; note: potency is the fitted concentration of half-maximal effect; % is set by controls: 0 for no effect and ±100 for the full control effect; nearly all actives have a fitted effect of over 55% in size
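qHTS, compounds titrated on V1b-expressing HEK293 cells. Preincubation 30 min at 37C, vasopressin 25 nM for 5 min, lysis 10 min, bead incubation 5 hr at room temperature.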
CRE Fsk mod = modulators of forskolin-stimulated CRE signaling in CHO cells; CHO CRE-bla reporter (cAMP response element driving beta-lactamase), forskolin EC10, beta-lactamase ratio; 2.5% of 71,000 active; Potency, µM (top dose mostly 38.2 µM), for inactives: top-dose activity change, negative = inhibition, most hits filed as activators; active = well fitted activation curve with a large enough effect in the signal ratio, with a control signal flat, not every such curve was filed as active; inconclusive = small, poorly fitted or top-dose-only effect, or effect the other way, or a change in a side signal; the % refers to the signal ratio; note: potency is the fitted concentration of half-maximal effect; % of control where 0% means no effect
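Forskolin analogue NKH 477 at EC10 stimulated CRE-driven beta-lactamase in CHO cells alongside compound dilution series. Beta-lactamase was measured with CCF4, excitation 405 nm, emission ratio 460/530 nm.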
BRCT inh green = inhibitors of human BRCA1 BRCT-phosphoprotein interaction (green fluorophore) | P38398 | BRCA1 BRCT-phosphopeptide binding, green fluorescence polarization | Potency, µM (titrated, usually from 76.9 µM), inactives show top-dose activity change, negative = inhibition, actives largely listed as inhibitors | 0.05% of 75,000 active | AID 875;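 note: potency is the fitted concentration of half-maximal effect; plate controls were peptide without protein for full effect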
Target sequence (P38398 whole entry, looked up): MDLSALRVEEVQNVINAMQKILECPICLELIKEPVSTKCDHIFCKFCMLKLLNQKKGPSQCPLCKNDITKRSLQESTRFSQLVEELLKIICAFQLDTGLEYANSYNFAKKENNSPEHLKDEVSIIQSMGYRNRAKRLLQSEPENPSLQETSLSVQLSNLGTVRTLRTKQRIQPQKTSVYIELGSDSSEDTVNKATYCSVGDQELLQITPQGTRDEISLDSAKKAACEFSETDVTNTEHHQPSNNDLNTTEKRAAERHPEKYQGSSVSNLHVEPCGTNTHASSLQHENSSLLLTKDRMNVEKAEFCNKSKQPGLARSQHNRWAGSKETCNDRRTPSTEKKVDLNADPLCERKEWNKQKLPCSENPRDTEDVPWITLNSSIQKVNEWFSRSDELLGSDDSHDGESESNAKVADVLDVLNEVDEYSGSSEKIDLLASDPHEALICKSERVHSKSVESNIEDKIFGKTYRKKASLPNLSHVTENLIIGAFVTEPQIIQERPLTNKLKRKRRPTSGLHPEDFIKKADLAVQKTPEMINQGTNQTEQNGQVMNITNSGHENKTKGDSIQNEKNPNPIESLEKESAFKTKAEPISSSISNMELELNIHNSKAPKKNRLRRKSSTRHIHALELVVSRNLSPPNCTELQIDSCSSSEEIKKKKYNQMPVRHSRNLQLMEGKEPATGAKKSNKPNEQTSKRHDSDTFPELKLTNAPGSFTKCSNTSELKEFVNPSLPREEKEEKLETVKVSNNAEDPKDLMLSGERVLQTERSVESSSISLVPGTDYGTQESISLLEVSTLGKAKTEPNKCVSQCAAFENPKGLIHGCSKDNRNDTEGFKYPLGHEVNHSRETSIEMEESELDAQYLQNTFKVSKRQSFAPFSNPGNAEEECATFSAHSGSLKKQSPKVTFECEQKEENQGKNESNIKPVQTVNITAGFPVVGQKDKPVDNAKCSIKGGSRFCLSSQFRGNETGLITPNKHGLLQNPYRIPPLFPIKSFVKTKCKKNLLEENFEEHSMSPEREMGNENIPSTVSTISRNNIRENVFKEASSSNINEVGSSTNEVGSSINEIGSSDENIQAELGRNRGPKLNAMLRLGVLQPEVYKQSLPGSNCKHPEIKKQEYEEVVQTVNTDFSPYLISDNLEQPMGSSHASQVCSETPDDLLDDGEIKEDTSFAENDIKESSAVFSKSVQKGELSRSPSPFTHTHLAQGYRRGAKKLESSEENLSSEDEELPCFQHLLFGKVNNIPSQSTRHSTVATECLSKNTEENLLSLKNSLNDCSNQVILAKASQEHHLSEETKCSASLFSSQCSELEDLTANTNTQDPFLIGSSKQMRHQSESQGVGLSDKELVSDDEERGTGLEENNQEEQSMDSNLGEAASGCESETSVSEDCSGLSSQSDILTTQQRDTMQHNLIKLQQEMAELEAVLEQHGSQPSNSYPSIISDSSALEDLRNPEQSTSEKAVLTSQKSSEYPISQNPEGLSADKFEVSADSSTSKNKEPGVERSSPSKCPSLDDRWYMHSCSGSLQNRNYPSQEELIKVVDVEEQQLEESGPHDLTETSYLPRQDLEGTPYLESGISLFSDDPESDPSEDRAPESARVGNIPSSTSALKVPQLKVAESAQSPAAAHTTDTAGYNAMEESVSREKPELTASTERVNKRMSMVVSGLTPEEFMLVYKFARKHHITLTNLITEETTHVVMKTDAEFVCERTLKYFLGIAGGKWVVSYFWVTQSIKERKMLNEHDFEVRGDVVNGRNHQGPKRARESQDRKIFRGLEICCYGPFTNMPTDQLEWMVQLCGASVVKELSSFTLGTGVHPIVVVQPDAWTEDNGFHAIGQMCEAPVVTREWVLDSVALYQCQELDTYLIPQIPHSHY
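Compounds were incubated for 12 min at room temperature with a complex of 100 nM fluorescein-tagged pBACH1 decapeptide and 250 nM His-tagged BRCT protein. Buffer was phosphate pH 7.3 with EDTA, DTT and Tween 20. Disruption of binding lowers the polarization signal.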
BRCT inh red = disrupts BRCA1 BRCT binding to phosphoprotein, red fluorophore readout; P38398; BRCT-phosphopeptide binding, red fluorescence polarization; Potency, µM (series often up to 76.9 µM), for the others: at the top dose activity change, negative = inhibition, hits mostly inhibitors; 0.03% of 75,000 active; note: % is set by controls: 0 for no effect and ±100 for the full control effect
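Rhodamine-labelled pBACH1 10-mer (100 nM) bound to BRCT domain (100 nM) at pH 7.3; compounds incubated 12 min room temperature, polarization read. Free peptide defines full inhibition; unlabelled decapeptide titrated as control.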
Tau fil binding = tau filament binding. P10636. recombinant tau filaments, thioflavin S fluorescence, 15 h; filaments grown with octadecylsulfate alongside compound. Potency, µM (titrated, usually from 57.1 µM), without a hit: at the highest dose activity change, negative = inhibition. 2% of 71,000 active. AID 596;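 note: potency is the fitted concentration of half-maximal effect; % is set by controls: 0 for no effect and ±100 for the full control effect; actives lower thioflavin S fluorescence by blocking filaments or displacing dye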
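Recombinant tau protein (human, 1 uM final) plus 30 uM ODS in HEPES pH 7.4 with NaCl, DTT and thioflavine S. Compound present from the start; fluorescence at 510 nm after 15 h, 37 C.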
Casp7 inh = allosteric or competitive inhibitors of human caspase-7; AID 889; Potency, µM (titrated, usually from 57.5 µM), inactives show at the highest dose activity change, negative = inhibition, usual class: inhibitors; recombinant caspase-7, Ac-DEVD-AFC fluorescence rate; P55210; 0.02% of 75,000 active; active = well fitted inhibition curve with a large enough effect in the main read-out, with a control signal flat, not every such curve was filed as active; inconclusive = small, poorly fitted or top-dose-only effect, or a change in a side signal; note: potency is the fitted concentration of half-maximal effect; % of control where 0% means no effect
Starred values were filed as active, the others as inactive; i = inactive; u = inconclusive; x = no result given; [ ] = another dose, or the depositor's remark. Unless noted, calls come from the whole dose curve; as a rule, active = well fitted curve in the direction sought with a large enough effect; inconclusive = small, poorly fitted or top-dose-only effect, or another doubt; inactive = no such curve, though single readings can be large; an effect the other way counts as inactive or inconclusive.

SMILES | Caspase-1 inhib | HEK293 cAMP ctrl | USP2a inhib | FLuc inh | A350 fluor | ERK AVP inh | CRE Fsk mod | BRCT inh green | BRCT inh red | Tau fil binding | Casp7 inh
COc1ccc(/C(O)=C2/C(=O)C(=O)N(CCN(C)C)C2c2ccc(F)cc2)cc1Cl (stereo unspecified) | -0.8% | 12.1% | 13.3% | 2.5% | i | 6.9% | 14.8% | -0.8% | 0.4% | 13.1% | -0.8%
Cn1c(NC(=O)c2cccc(Cn3cc(Cl)cn3)c2)nc2ccccc21 | -2.1% | u | 3.3% | -1.1% | 3.28e-08M* | -13.4% | -11.1% | -4.6% | 1.7% | 155.9% | 0.1%
CC(=O)c1c(C)c[nH]c1C | 2.0% | -0.3% | -8.4% | 0.1% | i | -9.1% | -11.9% | -1.1% | -0.1% | 5.2% | -0.6%
Cc1nc(NC(CC(C)C)C(=O)O)c2nc(C)oc2n1 (stereo unspecified) | -0.3% | 9.5% | 5.6% | -0.1% | i | -15.3% | -11.4% | -5.1% | 0.6% | -0.8% | 0.6%
O=C(O)c1ccc(COc2ccccc2Cl)cc1 | -0.7% | 16.8% | 0.9% | -2.9% | i | -11.6% | 5.4% | -0.8% | -1.4% | 9.4% | 1.0%
CNc1oc(-c2ccco2)nc1C#N | -0.5% | 4.7% | -7.6% | -1.2% | u | -10.1% | 8.0% | -3.0% | 0.0% | -5.0% | 2.5%
COC(=O)Cn1nc(-c2ccccc2)c2ccccc2c1=O | -0.6% | 23.2% | -2.6% | -0.9% | u | -11.4% | 11.1% | -1.7% | 0.0% | -8.0% | -2.6%
CCOC(=O)C1CCN(Cc2ccccc2C(F)(F)F)CC1 | -0.4% | 17.5% | 0.0% | 4.8% | u | 15.0% | -5.9% | 1.1% | 0.9% | -7.6% | 1.3%
Cc1cc2occ(CC(=O)O)c2cc1C | -2.2% | 17.0% | -0.7% | 1.5% | i | 7.0% | u | -0.2% | -2.6% | -8.4% | -1.4%
Cc1ccc(S(=O)(=O)NC2(C(F)(F)F)NC(=O)N(C)C2=O)cc1 (stereo unspecified) | 0.1% | 2.5% | -8.0% | 2.5% | i | -12.5% | -7.1% | -1.6% | 0.1% | 1.0% | -8.0%
O=C(c1cccnc1)N1CCN(Cc2ccc3c(c2)OCO3)CC1 | -0.5% | 3.4% | -10.8% | -0.9% | i | -8.3% | -1.9% | -1.9% | -0.3% | 25.1% | -1.3%
COc1ccc(-c2nc(C#N)c(NC(C)c3ccccc3)o2)cc1OC (stereo unspecified) | -2.9% | -13.4% | 23.5% | -2.3% | u | 15.8µM* | u | -1.9% | -1.8% | 7.1% | -0.6%
O=c1[nH]c(N2CCOCC2)nc2c1CCCC2 | 1.6% | 24.6% | -5.8% | 1.4% | u | -3.1% | -0.3% | -2.2% | -0.3% | 4.9% | 1.9%
C=CCNC(=O)c1sc(=S)n(-c2ccc(C(=O)OCC)cc2)c1N | -1.7% | -3.0% | 8.5% | -1.1% | i | 23.6% | -14.9% | -4.2% | -0.3% | -8.6% | 0.4%
COCC(C)n1c(C)cc(C(=O)COC(=O)c2c(C)nn(-c3ccccc3)c2C)c1C (stereo unspecified) | -3.4% | u | 3.2% | -5.5% | i | u | u | 1.3% | -5.1% | 5.4% | -3.1%
CCCc1cc(=O)n2[nH]cnc2n1 | 0.3% | 6.7% | -1.1% | 0.0% | i | -4.8% | u | -1.7% | 0.1% | 1.8% | 1.0%
CC(=O)NCCNc1ncnc2ccc(-c3ccc(C(=O)N(C)C)cc3)cc12 | -2.2% | -18.7% | -0.4% | -1.9%[2.29 µM] | u | 6.3% | -5.2% | -6.3% | -2.2% | 12.8% | 1.4%
O=C(CSc1ccccn1)c1ccc2c(c1)OCO2 | 1.3% | 6.8% | -0.6% | -28.6% | x | 10.3% | -2.3% | -0.7% | -0.7% | 14.4% | 1.9%
CCOc1ccc(Oc2nc(Nc3ccc(C)cc3)nc(N(C)C)n2)nn1 | 0.5% | 10.1% | 27.7% | 1.2% | i | -25.4% | -1.5% | 0.6% | -1.2% | 5.5% | -0.6%
CC(C)NC(=O)N1CC[C@@]2(CCCN(S(C)(=O)=O)C2)C1 | -1.1% | u | 3.5% | 1.0%[11.4 µM] | i | -6.2% | 6.7% | -1.2% | -0.2% | 4.9% | 0.6%
Cc1ccc(NC(=O)CS(=O)(=O)c2c[nH]c3ccccc23)c(C)c1 | 2.3% | -4.2% | 8.5% | -0.6% | i | 11.4% | -11.5% | 0.1% | 1.1% | 1.8% | 2.9%
NCC(=O)Nc1ccccc1 | 4.0%[11.5 µM] | u | x | 2.6%[11.4 µM] | i | 20.4%[11.5 µM] | -6.6%[7.6 µM] | -4.7%[15.4 µM] | 0.6%[15.4 µM] | 5.4%[11.4 µM] | 0.0%[11.5 µM]
CCN(CC)CCCN1C(=O)C(O)=C(C(=O)c2ccc(C)o2)C1c1cccs1 (stereo unspecified) | -3.1% | -10.1% | -6.7% | 2.1% | x | 7.9% | -10.8% | -1.0% | -0.3% | -2.9% | -2.1%
CC(Sc1nnc(N)s1)c1ccccc1Cl (stereo unspecified) | 3.1% | 15.5% | x | -0.1% | x | -0.8% | 3.5% | 0.7% | 4.9% | -14.3% | -5.1%
O=c1cc(-c2ccc(O)c(O)c2)oc2cc(O)cc(O)c12 | -3.0% | -2.1% | 43.3%[17.1 µM] | 0.6%[11.4 µM] | i | -9.5% | u | -2.0% | 0.0% | u | -10.8%
CCCS(=O)(=O)N1CCCC(C(=O)NCCCN(C)c2ccccc2)C1 (stereo unspecified) | -0.1% | 14.6% | 6.2% | 0.0% | i | 0.7% | -5.4% | 1.5% | 0.0% | -2.7% | 3.0%
O=c1c(-c2nc3ccccc3o2)c2oc3ccccc3n2c2ccccc12 | 0.3% | -19.9% | 10.9% | -3.7% | 1.59e-07M* | -6.2% | 3.98µM* | 1.8% | -0.4% | 11.5% | 0.8%
O=C(c1c(F)cccc1F)N1CCN(c2ccccc2F)CC1 | 1.4% | 16.3% | 7.6% | 0.9% | i | 19.4% | u | -2.6% | -2.4% | 6.2% | 0.0%
CCOC(=O)Cn1cnc2sc3c(c2c1=O)CCC3 | -2.6% | -1.8% | 20.8% | -1.1% | i | -25.8% | 1.3% | 1.2% | -0.2% | -28.5% | -8.0%
[O-][N+]12CCN(CC1)c1ccccc12 | 1.3% | -0.1% | -5.7% | 0.4% | i | -9.3% | 4.2% | -3.1% | -2.6% | -7.9% | -1.2%
CN(C)S(=O)(=O)N1CCN(C(=O)N2CCCCC2)CC1 | 1.3% | 19.3% | -3.0% | 1.4% | i | -8.6% | 3.2% | -1.2% | -0.5% | -11.8% | 2.0%
CCOC(=O)C1Cc2c([nH]c3ccccc23)CN1 (stereo unspecified) | -5.0% | 3.5% | -7.8% | -33.6% | 4.6e-08M* | u | u | -1.1% | -2.9% | 3.6% | 1.4%
O=C(Cc1ccccc1)N[C@H](c1ccccc1)P(=O)(O)CO | 0.2% | 5.7% | -2.6% | -0.6% | i | -21.6% | 21.8% | -2.8% | 0.7% | -4.3% | 0.8%
CCCN(CCC)S(=O)(=O)c1ccc2c(c1)CCCN2C(C)=O | -0.5% | 9.0% | 14.6% | 1.6% | i | 2.7% | -11.5% | -0.5% | -0.8% | 11.1% | 0.9%
O=S(=O)(c1ccc(S(=O)(=O)N(Cc2ccc(F)cc2)C2CCCC2)cc1)N1CCCC1 | -2.0% | 19.2% | 131.5%[activator] | 1.1% | i | 2.8% | 2.8% | -1.3% | -0.9% | 7.3% | -1.2%
CCC(=O)N1CCc2cc(S(=O)(=O)N3CCc4ccccc43)ccc21 | -2.8% | 14.3% | 7.6% | 1.3% | i | -3.0% | u | -1.3% | -0.7% | 14.8% | 0.0%
CC(=O)N1CCN(c2ccc(S(=O)(=O)N3CCCCC3)cn2)CC1 | -0.8% | 3.5% | -4.6% | -10.6% | i | 17.3% | 1.8% | -1.9% | 0.4% | 3.2% | 0.1%
COc1ccc(Oc2ncc3nc(-c4ccc(F)cc4)c(=O)n(Cc4cccs4)c3n2)cc1 | u | 8.6%[2.29 µM] | 250.0%[activator] | -1.0%[11.4 µM] | i | -1.8% | 12.6µM* | -1.9% | -0.5% | u | u
COc1ccc(OC)c(NC(=O)CSc2nnc(CCCO)n2-c2ccccc2)c1 | -0.5% | 1.1% | -0.1% | -0.1% | i | -3.9% | u | -0.1% | -1.1% | 8.3% | 1.2%

Assay outcomes (PubChem)

Random draw from the library (roughly 16% active in at least one column).
